STEP block: inhibitors of human striatal-enriched phosphatase STEP. recombinant STEP, OMFP fluorogenic substrate, fluorescence. 360,000 compounds, 0.25% hits. P54829. inhibition, % at 20 µM;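 active = inhibition at 20 µM, scaled per plate between control wells, above about 37%, limit read from the data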;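 also: 0% = DMSO with enzyme and substrate and 100% = substrate only without enzyme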
Target sequence (P54829 whole entry, looked up): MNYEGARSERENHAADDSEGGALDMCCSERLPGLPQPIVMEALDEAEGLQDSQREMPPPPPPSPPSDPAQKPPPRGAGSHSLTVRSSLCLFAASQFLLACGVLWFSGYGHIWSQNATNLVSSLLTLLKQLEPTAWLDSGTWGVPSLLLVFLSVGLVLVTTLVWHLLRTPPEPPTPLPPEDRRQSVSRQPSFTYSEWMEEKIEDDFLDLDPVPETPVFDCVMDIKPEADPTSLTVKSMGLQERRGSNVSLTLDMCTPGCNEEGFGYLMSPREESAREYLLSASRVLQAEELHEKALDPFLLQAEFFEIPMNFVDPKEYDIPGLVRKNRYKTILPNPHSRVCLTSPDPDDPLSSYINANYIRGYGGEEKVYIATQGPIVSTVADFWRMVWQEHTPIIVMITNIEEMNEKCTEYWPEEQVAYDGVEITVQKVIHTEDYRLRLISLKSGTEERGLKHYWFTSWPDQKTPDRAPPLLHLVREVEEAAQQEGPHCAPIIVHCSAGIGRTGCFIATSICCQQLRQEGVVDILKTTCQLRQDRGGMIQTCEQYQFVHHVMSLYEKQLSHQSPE
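medium = Bis-Tris buffer pH 6.0, 2.5 mM DTT, 0.005% Tween 20 | test system = STEP (striatal-enriched tyrosine phosphatase) enzyme, cell-free | measure = normalized % inhibition | compound dosing = 20 µM, 1% DMSO | also added = 25 µM OMFP | schedule = reaction 20 min, ambient temperature | measured by = fluorescence read at 480 nm ex / 540 nm em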
Neddyl block: blocks human cullin neddylation; AID 651699; 360,000 compounds, 0.58% hits; calls only at 25 µM; P61081+Q13564; TR-FRET cullin neddylation, biochemical; in the data active = inhibition above about 36%
SUMO1-SIM PPI: SUMO1-SIM interaction modulation; P63165; SUMO1 binding to a labelled peptide, TR-FRET, 1 h; inhibition, % at 20 µM; 360,000 compounds, 0.33% hits; AID 602429; in the data active = inhibition above about 37%
Target sequence (P63165 whole entry, looked up): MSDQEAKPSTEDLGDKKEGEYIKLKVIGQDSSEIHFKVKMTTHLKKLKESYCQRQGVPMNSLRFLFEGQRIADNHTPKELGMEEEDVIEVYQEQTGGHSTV
NadD inh: NadD (S. aureus) enzyme inhibition. purified NadD enzyme, colorimetric absorbance read-out. inhibition, % at 20 µM. 360,000 compounds, 0.78% hits; in the data active = inhibition above about 26%; also: some compounds past the cut are filed as inactive
TbMetRS inhib: blocks T. brucei methionyl-tRNA synthetase activity | purified T. brucei MetRS, ATP depletion, Kinase-Glo luminescence | 360,000 compounds, 0.4% hits | inhibition, % at 11.9 µM;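 active = inhibition above a per-plate cutoff of the control wells' mean inhibition plus 3 SD, cut at about 5.5% in these data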;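 also: 0% = DMSO wells median and 100% = median of wells with control inhibitor compound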
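Measured by: Kinase-Glo luciferase luminescence reporting remaining unconsumed ATP. Material: purified T. brucei MetRS enzyme. Doses: 11.9 µM compound single dose, 0.9% DMSO. Medium: HEPES buffer containing pyrophosphatase, BSA, spermine, DTT. Times: 15 min preincubation, 2 h reaction, all 25 °C. Reagent: methionine, ATP and bulk E. coli tRNA.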
LMPTP block: blocks human LMPTP phosphatase; P24666; recombinant LMPTP-A, OMFP fluorogenic substrate, fluorescence intensity; inhibition, % at 20 µM; 360,000 compounds, 0.22% hits; AID 651560;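 active = compounds that cut the enzyme signal by at least half of the control window in the single-dose screen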;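 also: plate controls were DMSO wells with enzyme plus substrate for no effect and substrate without enzyme for full effect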
Target sequence (P24666 whole entry, looked up): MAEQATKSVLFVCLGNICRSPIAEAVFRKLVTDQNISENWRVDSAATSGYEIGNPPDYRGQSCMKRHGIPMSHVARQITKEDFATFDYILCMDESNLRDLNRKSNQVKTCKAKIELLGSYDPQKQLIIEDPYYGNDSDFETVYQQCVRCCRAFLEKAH
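Test system – LMPTP-A enzyme · Amount – LMPTP-A at 0.625 nM final in the reaction · Buffer or medium – Bis-Tris pH 6.0, DTT, detergent · Reagent – OMFP 400 µM · Doses – single 20 µM dose · Schedule – reaction 50 min, room temperature, dark · Detection – fluorescence intensity of OMFP turnover product · Evaluation – percent inhibition versus substrate-only and uninhibited controls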
NRP1-CendR mod: alters CendR peptide binding to human NRP-1. FAM-RPARPAR peptide binding to NRP-1, fluorescence polarization. AID 602438. inhibition, % at 25 µM. O14786. 360,000 compounds, 0.85% hits;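 active = inhibition or corrected inhibition above about 18%, plus a signal ratio from 0.5 to 1.5, limit read from the data, passing the limit was not always enough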; also: strong numbers were not always called active
Scp-1 inhibitor: blocks human Scp-1 phosphatase activity; 340,000 compounds, 0.88% hits; inhibition, % at 20 µM; Q9GZU7; Recombinant Scp1, phosphopeptide, malachite green phosphate absorbance;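 active = inhibition above about 50% at 20 µM, limit read from the data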;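 also: plate controls were DMSO wells with enzyme for no effect and wells lacking enzyme for full effect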
Target sequence (Q9GZU7 76-261 limits assumed): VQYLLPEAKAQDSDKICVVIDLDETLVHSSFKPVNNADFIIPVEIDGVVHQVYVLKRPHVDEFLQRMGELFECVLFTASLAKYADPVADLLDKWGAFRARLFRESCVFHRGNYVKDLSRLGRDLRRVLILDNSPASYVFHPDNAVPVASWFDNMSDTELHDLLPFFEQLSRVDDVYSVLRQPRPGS
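Assay system: SCP-1 catalytic fragment, aa 76-261 | Buffer or medium: Tris acetate buffer pH 5.5 with MgCl2 and Tween-20 | Compound: One concentration, 20 µM, with 1.0% DMSO | Also added: Phospho 17-mer peptide substrate | Signal: Absorbance at 630 nm | Incubation: 45 min enzyme reaction at room temperature | Measure: % inhibition of SCP-1 phosphate liberation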
DNMT1 inh: DNMT1 (human) enzyme inhibition; P26358; DNMT1 molecular beacon, Hinp1I cleavage, fluorescence; inhibition (reported as % activation of signal), % at 10 µM; 360,000 compounds, 0.83% hits; AID 588458; in the data active = inhibition above about 50%
SKN-1 block: inhibitors of C. elegans SKN-1. inhibition, % at 21.8 µM. AID 624304. C. elegans VP596 Pgst-4::GFP/RFP ratio, acrylamide-induced, 24 h. 360,000 compounds, 0.49% hits;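 active = interference check ratio from 0.5 to 1.5 plus GFP to RFP signal ratio inhibition reaching or exceeding a fixed threshold, cut at about 30% in these data, passing the limit was not always enough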; also: some compounds called inactive have numbers as strong as hits
An asterisk follows results filed as active; i = inactive; x = no result given.

SMILES | STEP block | Neddyl block | SUMO1-SIM PPI | NadD inh | TbMetRS inhib | LMPTP block | NRP1-CendR mod | Scp-1 inhibitor | DNMT1 inh | SKN-1 block
CC(NC(=O)C(CC(=O)OC(C)(C)C)NC(=O)OC(C)(C)C)C(N)=O (stereo not drawn) | 2 | i | 1 | 4 | -0.7 | -0.3 | 0 | -3 | 1 | -13
O=C(c1sc2ccccc2c1Cl)N1CCN(CCc2ccccn2)CC1 | -4 | i | 2 | -7 | -0.5 | -0.6 | 7 | 0 | 3 | -15
COc1ccccc1C(=O)Nc1ccc2c(c1)CN(Cc1cnc(C)s1)CC2 | 2 | i | -14 | -4 | -0.7 | -1.1 | -8 | -1 | -3 | 9
CSCCC1(C(=O)O)NC(c2ccccc2O)C2C(=O)N(C(C)C)C(=O)C21 (stereo not drawn) | 2 | i | 2 | 0 | -0.4 | -1.1 | 7 | -15 | 1 | 4
CN(CC(=O)Nc1cccc(S(=O)(=O)NC2=NCCCCC2)c1)Cc1ccc(C(C)(C)C)cc1 | -2 | i | 1 | -7 | -0.3 | 1.6 | 14 | -1 | 0 | 0
CN(C)CCNC(=O)C(=O)NCC1OCCN1S(=O)(=O)c1ccc([N+](=O)[O-])cc1 (stereo not drawn) | -4 | i | -23 | 0 | 0.4 | -8.0 | -1 | -5 | -5 | -13
O=C(Nc1nc(-c2ccccc2)cs1)c1cccs1 | 0 | i | 0 | -12 | -1.0 | 0.6 | 17 | -8 | -5 | 63*
CCC(C)NC(=O)CN(c1ccc(Cl)c(Cl)c1)S(C)(=O)=O (stereo not drawn) | -2 | i | 1 | -3 | -0.3 | -0.7 | 14 | -1 | 0 | 11
CCn1cc(CCC(=O)NC2CCCC2)c2ccccc21 | 0 | i | 4 | -4 | -0.4 | -1.3 | 1 | -9 | 0 | 18
Cc1ccc(CNC(=O)C2CCN(S(=O)(=O)N3CCCC3)CC2)cc1 | -4 | i | 5 | -1 | -0.2 | 0.0 | 12 | -7 | -1 | 13
CCOC(=O)c1c(NC(=O)c2ccn(CC)n2)sc2c1CCCC2 | 5 | x | -3 | 2 | -0.4 | 4.7 | 2 | -11 | -11 | 19
CN1CCC/C1=C/C=C1\SC(=S)NC1=O | -34 | i | -95 | 9 | 0.5 | 19 | 124 | 1 | 46 | -45

Entries of single compounds, quoted from the list.
Listed for Cc1ccc(CNC(=O)C2CCN(S(=O)(=O)N3CCCC3)CC2)cc1 = STEP block = -4; Neddyl block = i; SUMO1-SIM PPI = 5; NadD inh = -1; TbMetRS inhib = -0.2; LMPTP block = 0.0; NRP1-CendR mod = 12; Scp-1 inhibitor = -7; DNMT1 inh = -1; SKN-1 block = 13
Listed for CN(CC(=O)Nc1cccc(S(=O)(=O)NC2=NCCCCC2)c1)Cc1ccc(C(C)(C)C)cc1 = STEP block = -2; Neddyl block = i; SUMO1-SIM PPI = 1; NadD inh = -7; TbMetRS inhib = -0.3; LMPTP block = 1.6; NRP1-CendR mod = 14; Scp-1 inhibitor = -1; DNMT1 inh = 0; SKN-1 block = 0

Next entries:
SMILES | STEP block | Neddyl block | SUMO1-SIM PPI | NadD inh | TbMetRS inhib | LMPTP block | NRP1-CendR mod | Scp-1 inhibitor | DNMT1 inh | SKN-1 block
O=C(NCCN1CCC(n2c(=O)[nH]c3ccccc32)CC1)c1ccc(F)c(F)c1 | x | i | -1 | -5 | -1.3 | 3.2 | 18 | x | x | 8
COc1ccc(S(=O)(=O)n2nc(OC(=O)c3ccccc3)cc2N)cc1 | 0 | i | 3 | -8 | -0.5 | 0.5 | -9 | -9 | 2 | -15
CC(C)Oc1ccc2c(c1)OC(c1ccccc1)(C(F)(F)F)NC2=O (stereo not drawn) | 0 | i | 0 | 0 | 0.3 | 1.0 | -10 | -9 | -1 | 14
O=C(NCc1cc(C(F)(F)F)ccc1Cl)c1cccc2c1C(=O)c1ccc(N3CCCCC3)cc1S2(=O)=O | -6 | i | -24 | 24 | -0.1 | 0.7 | -121 | 8 | 32 | 0
COc1cc(C(=O)NC(=S)N2CCN(C)CC2)cc(OC)c1OC | 12 | i | 1 | 3 | -0.1 | -2.6 | -3 | -8 | -2 | 15
CCCCC1CCC(C(=O)N(CC(C)C)c2c(N)n(CCCC)c(=O)[nH]c2=O)CC1 (stereo not drawn) | -3 | i | -2 | 4 | -0.6 | 2.4 | -6 | 1 | 28 | 23
O=C(NCCCN1CCCC1=O)C1CCN(S(=O)(=O)c2c(Cl)cccc2Cl)CC1 | -1 | i | 1 | -3 | -0.5 | -1.8 | 2 | 8 | 0 | -12
Cc1ccc(CCN2CC(C(=O)NCCC(C)C)CC2=O)cc1 (stereo not drawn) | -2 | i | 0 | -5 | -1.1 | 1.4 | 7 | -9 | 2 | -6
CCN(CC)CC(C)OC(=O)c1cc(OC)c(OC)c(OC)c1 (stereo not drawn) | -1 | i | 2 | 0 | -0.2 | -1.1 | -3 | 0 | 1 | -2
COc1ccccc1-c1cc(NC=O)c2ncc(-c3cccc(C(C)=O)c3)n2c1 | -1 | i | -11 | 7 | -0.2 | -1.0 | -9 | x | -9 | -8
Cc1ccccc1S(=O)(=O)Cc1ccc(C(=O)NCCN(C)Cc2ccccc2)o1 | -6 | i | 5 | -3 | -1.5 | -0.5 | 2 | 5 | 2 | 5
N/C(=N\c1nc2ccccc2o1)NC(=O)/C=C/c1ccccc1 | 2 | i | -2 | -3 | -0.4 | 1.3 | 9 | -3 | -2 | 18

Some of these compounds in order of SMILES length, smallest number first.
SMILES | STEP block | Neddyl block | SUMO1-SIM PPI | NadD inh | TbMetRS inhib | LMPTP block | NRP1-CendR mod | Scp-1 inhibitor | DNMT1 inh | SKN-1 block
Cc1ccc(CCN2CC(C(=O)NCCC(C)C)CC2=O)cc1 (stereo not drawn) | -2 | i | 0 | -5 | -1.1 | 1.4 | 7 | -9 | 2 | -6
Cc1ccccc1S(=O)(=O)Cc1ccc(C(=O)NCCN(C)Cc2ccccc2)o1 | -6 | i | 5 | -3 | -1.5 | -0.5 | 2 | 5 | 2 | 5
O=C(NCCCN1CCCC1=O)C1CCN(S(=O)(=O)c2c(Cl)cccc2Cl)CC1 | -1 | i | 1 | -3 | -0.5 | -1.8 | 2 | 8 | 0 | -12

Going on with the list.
SMILES | STEP block | Neddyl block | SUMO1-SIM PPI | NadD inh | TbMetRS inhib | LMPTP block | NRP1-CendR mod | Scp-1 inhibitor | DNMT1 inh | SKN-1 block
Cc1cccc(N2Cc3ccccc3C2=NC(=O)c2ccc(Cl)nc2)c1 | 0 | i | 1 | 0 | 0.5 | -0.5 | -14 | -1 | -4 | 7
CCCCOc1ccc(C(=O)Nc2ccc(CN3CCOCC3)cc2)cc1 | 0 | i | 0 | 1 | -0.7 | 0.5 | -5 | -1 | -1 | 12
O=C(COC(=O)c1ccccc1O)Nc1cccnc1Cl | -2 | i | -3 | 2 | -0.5 | -0.9 | 9 | 6 | 2 | -1
CCC(C)(C)n1nnnc1C(c1ccncc1)N1CCC(C)CC1 (stereo not drawn) | -3 | i | -3 | -2 | 1.0 | -1.6 | 17 | 6 | -1 | 19
COc1cc(OC)cc(C(=O)N2CCN=C2SCc2cccnc2)c1 | 2 | i | 3 | 4 | -0.4 | -0.5 | 0 | -6 | -4 | -1
C/C(=C\C(=O)c1ccccc1)NNC(=O)c1ccc(Cl)cc1 | 2 | i | -1 | -4 | -1.1 | -3.5 | 7 | -6 | 0 | -4
COc1cc(OC)c(OC)cc1CNCCNC(=O)c1ccco1 | 0 | i | 5 | -1 | -0.6 | -1.6 | -8 | -3 | -2 | 4
COc1ccc(C(=O)Oc2c(OC)cc(C(=S)N3CCOCC3)cc2OC)cc1 | 2 | i | -1 | 0 | 1.7 | 0.9 | 5 | -11 | -1 | -1
CCOc1ccccc1OCCC(=O)OCC(=O)Nc1c(C)cc(C)cc1C | -1 | i | -4 | 7 | -0.4 | -1.2 | 18 | -6 | 1 | 2
COc1ccc(C(=O)NC2CC2)cc1OC1CCN(Cc2ccccc2O)CC1 | 2 | i | 5 | -9 | -0.4 | 2.1 | 10 | 2 | 2 | -18
Cc1oc(CSCC2CCCO2)cc1C(=O)O (stereo not drawn) | 2 | i | 0 | 3 | -0.8 | -1.0 | -11 | 7 | 7 | 7
CCn1c(SCC(=O)Nc2cc(C)on2)nnc1-c1ccc(C)cc1 | -2 | i | -5 | -2 | 0.0 | -0.6 | -5 | -7 | 1 | -1
CCCCOc1ccc2c(c1)/C(=C(\C(Cl)=C(Cl)Cl)[N+](=O)[O-])N2 | 1 | i | 3 | 9 | -0.7 | 8.9 | -44 | -4 | -1 | 10
COc1ccc(-c2nn(C)c(=O)c3ccccc23)cc1NS(C)(=O)=O | -4 | i | -2 | 1 | 0.0 | 1.2 | 4 | -2 | 4 | -8
Nc1nnc(SCCOc2cccc(Br)c2)s1 | -1 | i | 1 | 0 | 0.0 | -0.6 | -4 | -4 | 0 | 12
CCOC(=O)c1c(-c2ccccc2)oc2ccc(OC(C)=O)cc12 | 2 | i | -2 | -7 | -0.3 | 0.8 | 8 | -18 | 1 | 19
O=C(COC(=O)c1ccc(F)cc1Cl)NCc1ccco1 | 0 | i | 3 | -2 | -0.3 | 1.8 | -9 | 48 | 24 | 9
NS(=O)(=O)c1ccc(NC(=S)NNC(=O)CCC(=O)Nc2ccccc2Cl)cc1 | 4 | i | -1 | -2 | -0.3 | 0.7 | -3 | -8 | 0 | 4
CSc1nc(-c2ccccc2)cc(C(F)(F)F)c1C#N | 8 | i | -1 | 1 | -0.1 | 2.5 | 1 | -9 | 0 | 2
CCC1Oc2ccccc2N(CC(=O)N2CCCC2)C1=O (stereo not drawn) | -1 | i | 0 | -1 | 0.0 | -0.6 | -12 | x | -4 | 0
CC(=O)Nc1ccc(NC(=O)c2cccc(C(=O)OC(C)C)n2)cc1 | 0 | i | 4 | 4 | -0.5 | -0.4 | 6 | -12 | 1 | -9
CN(Cc1ccc(O)cc1)C1CCCCC1 | -2 | i | -2 | 2 | 0.2 | -0.2 | 13 | 19 | 14 | 9
Cc1ccc(OCc2nnc(SCC(=O)NCc3ccccc3)n2C)cc1 | -2 | i | 2 | 7 | -1.2 | -1.7 | -6 | 4 | 2 | 4

Compound activity: PubChem BioAssay, several laboratories
